# ERp5 block: ERp5 (human) disulfide isomerase inhibition; Q15084; ERp5 insulin aggregation, absorbance 650 nm, 90 min; 350,000 compounds, 0.05% hits; inhibition, % at 9.99 µM;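 active means mean replicate inhibition above about 25%, with every replicate also reaching it, limit read from the data, passing the limit was not always enough; inconclusive means only one of those two criteria met; inactive means neither criterion met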
# Target sequence (Q15084 whole entry, looked up): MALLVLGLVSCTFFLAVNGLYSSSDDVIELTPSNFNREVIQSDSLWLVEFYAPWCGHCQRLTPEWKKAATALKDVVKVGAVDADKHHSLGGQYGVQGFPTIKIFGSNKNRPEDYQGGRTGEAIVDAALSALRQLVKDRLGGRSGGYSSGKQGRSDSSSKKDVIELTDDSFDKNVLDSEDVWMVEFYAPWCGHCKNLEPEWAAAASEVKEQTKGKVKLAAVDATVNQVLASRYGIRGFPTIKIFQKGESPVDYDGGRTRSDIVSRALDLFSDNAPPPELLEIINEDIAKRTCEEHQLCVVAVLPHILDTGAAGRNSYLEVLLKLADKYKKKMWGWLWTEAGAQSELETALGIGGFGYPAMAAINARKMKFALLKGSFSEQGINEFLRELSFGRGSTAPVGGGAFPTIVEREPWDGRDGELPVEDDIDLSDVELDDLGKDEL
# S100A4 MyoIIA: S100A4-myosin IIA interaction inhibition. inhibition, % at 10.7 µM. S100A4/TAMRA-MyoIIA peptide fluorescence polarization. 360,000 compounds, 0.14% hits;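 active means mean inhibition of at least 70% across replicates, with every replicate also reaching that level; inconclusive means mean inhibition reaches 70% but some replicates fall short; inactive means mean inhibition below 70%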
#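 Material: S100A4 monomer protein / Buffer or medium: 50 mM HEPES pH 7.2, 10 mM CaCl2, 100 mM KCl / Times: 5 min incubation before reading / Benchmarks: neutral control DMSO, positive control TFP / Reagent: labelled myosin peptide probe, 5 nM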
# E-sel inducer: E-selectin induction on HUVECs. 260,000 compounds, 0.37% hits. HUVEC E-selectin immunofluorescence imaging; normalized: neutral wells 0, TNF-alpha wells 100. activation, % at 7.58 µM. P16581;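 active means mean E-selectin-positive cell signal at least 10% of the positive control, reached in at least 60% of replicates, without over 20% cell loss; inconclusive means no rule given, readout overlaps actives, possibly toxicity-flagged; inactive means the rest, including those meeting only one limit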;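 further: in these data hits start at about 27%; measured in HUVEC primary endothelial cells; signal is the percent of cells scored E-selectin positive by PE staining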
# Target sequence (P16581 whole entry, looked up): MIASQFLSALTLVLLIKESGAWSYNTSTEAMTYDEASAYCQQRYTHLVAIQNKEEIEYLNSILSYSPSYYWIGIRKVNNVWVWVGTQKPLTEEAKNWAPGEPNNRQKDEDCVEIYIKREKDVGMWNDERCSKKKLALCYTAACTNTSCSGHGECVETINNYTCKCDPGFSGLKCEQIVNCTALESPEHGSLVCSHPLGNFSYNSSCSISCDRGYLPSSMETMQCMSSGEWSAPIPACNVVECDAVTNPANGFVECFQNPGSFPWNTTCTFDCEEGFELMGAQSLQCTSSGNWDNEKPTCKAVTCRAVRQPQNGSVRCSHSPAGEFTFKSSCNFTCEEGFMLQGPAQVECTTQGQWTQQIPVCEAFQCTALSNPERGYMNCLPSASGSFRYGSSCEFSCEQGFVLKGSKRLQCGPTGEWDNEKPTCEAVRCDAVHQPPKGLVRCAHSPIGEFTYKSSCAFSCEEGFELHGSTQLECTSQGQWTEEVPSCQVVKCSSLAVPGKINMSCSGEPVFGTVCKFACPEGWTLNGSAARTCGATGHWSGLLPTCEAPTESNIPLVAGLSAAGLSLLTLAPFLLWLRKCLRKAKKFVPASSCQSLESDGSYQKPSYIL
#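 Test system – human umbilical vein endothelial cells (HUVEC), E-selectin induction · Input – 3,000 HUVEC seeded per well · Buffer or medium – EGM-2, gelatin · Compound dosing – single-point compound dose · Detection – immunofluorescence imaging · Measure – percent E-selectin-positive cells · Controls – TNF-alpha high, DMSO low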
# SIRT5 block: inhibitors of human sirtuin-5 desuccinylase; inhibition, % at 15 µM; Q9NXA8; Purified SirT5, succinyl-peptide AMC, trypsin-coupled fluorescence; 330,000 compounds, 1.1% hits; in the data active means inhibition above about 15%; inconclusive means no clear call, values can overlap the other calls
# DENV2 CPE rescue: DENV2-induced cell death inhibition | DENV2-infected cells, cytopathic effect rescue, plate reader | CPE inhibition, % at 9.99 µM | 350,000 compounds, 1.7% hits; in the data active means CPE inhibition above about 20%, passing the limit was not always enough; inconclusive means no clear call, values can overlap the other calls; tested in BHK-21 cells;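 further: 0% = median of neutral control wells and 100% = median of positive control wells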
# PglD DTNB: PglD (C. jejuni) enzyme inhibition; purified PglD enzyme, DTNB colorimetric CoA detection; inhibition, % at 12.5 µM; 360,000 compounds, 0.098% hits; AID 602405; in the data active means inhibition above about 16%, passing the limit was not always enough; inconclusive means no clear call, values can overlap the other calls; further: strong numbers were not always called active
# Statin myotox sup: suppression of simvastatin myotoxicity; rescue of ATP level, % at 7.49 µM; C2C12 myotubes + simvastatin, ATP luminescence, 48 h; scaled: DMSO 0, geranylgeraniol control 100; 330,000 compounds, 0.78% hits;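 active means mean ATP rescue above about 67%, or every replicate alone reaching that limit, limit read from the data, passing the limit was not always enough; inconclusive means no clear call, values can overlap the other calls; inactive means mean under the limit and some replicate under it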;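 further: myotubes were challenged with 10 µM simvastatin during compound exposure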
# Numbers without * were called inactive; ? = inconclusive; / = no result given.
SMILES,ERp5 block,S100A4 MyoIIA,E-sel inducer,SIRT5 block,DENV2 CPE rescue,PglD DTNB,Statin myotox sup
Cc1c(C(=O)N2CCN(Cc3ccccc3)CC2)oc2c1C(=O)CCC2,3,0,/,-3,-5,4,-16
C[C@H](NC(=O)C[C@@H]1CC[C@H]2[C@@H](COC[C@H](O)CN2C(=O)Nc2ccccc2)O1)c1ccccc1,2,1,0.0,-3,31*,1,2
C[C@H]1CN([C@@H](C)CO)C(=O)c2c(c3ccccc3n2C)-c2ccccc2CO[C@@H]1CN(C)C(=O)CCN(C)C,2,9,-0.2,0,-4,3,/
COc1ccc(OCc2cc(C(=O)NCc3cccc(C)n3)no2)c(Cl)c1,10,-3,-0.7,0,0,4,/
Nc1nc2ncc(-c3ccsc3)c(N)n2n1,2,1,0.3,-1,9,/,5
CC1CCCN(C(c2ccccc2)c2sc3ncnn3c2O)C1 (centres undefined),-3,-5,/,-2,12,-2,15
CC(=O)N/N=C(\C)C1COc2ccccc2O1 (centres undefined),3,-4,/,0,4,-2,/
COc1ccc(-n2nc3cc(N)c(Br)cc3n2)cc1,2,-7,/,-3,1,3,12
Cn1c2ccccc2c(=O)c2cc(C#Cc3ccsc3)ccc21,0,0,0.1,/,66*,-4,-5
COC(=O)c1nn(-c2ccccc2)c(Cl)c1/C=N/OCc1c(Cl)cccc1Cl,-4,-4,/,-2,-7,11,-13
CC1CCC(=NNC(=O)c2ccccc2-n2cccc2)CC1 (centres undefined),-1,-3,0.2,-8,-4,0,13
CCOc1ccc(Nc2ncnc3c2nnn3Cc2ccccc2)cc1,0,-16,/,-10,-1,1,23
Cc1ccc(NC(=O)CCC(=O)N/N=C/c2cccs2)cc1,0,-7,/,0,6,/,/
Cc1nnsc1S(=O)c1ccc(Cl)cc1 (centres undefined),0,13,-0.2,1,0,/,34
CC(=O)c1sc(NC(=O)c2c(F)cccc2F)nc1-c1ccccc1,0,2,/,1,6,-2,-10
NC(=S)NNC(=O)/C(=C/c1ccc(Br)cc1)NC(=O)c1ccccc1,4,-1,2.7,1,14,4,2
CCOC(=O)[C@]12CCC=C1N(Cc1ccc3c(c1)OCO3)C(=O)[C@H](CC(=O)NCc1ccccc1)C2,2,-1,-0.6,/,-3,/,/
C/C(=C\c1ccc(F)cc1)C(=O)c1c(C)cc(C)[nH]c1=O,0,7,0.0,-2,-10,-4,-1
CN(C)S(=O)(=O)c1ccc(C(=O)Nc2nnc(-c3ccc4c(c3)CCCC4)o2)cc1,-5,0,/,/,-1,-3,-11
CCCn1c(SCC(=O)N(CC)c2c(N)n(Cc3ccccc3)c(=O)[nH]c2=O)nnc1-c1ccncc1,-5,-2,0.3,-3,-1,5,-2
CNC[C@H]1Oc2cc(C#Cc3ccccc3)ccc2S(=O)(=O)N([C@H](C)CO)C[C@@H]1C,7,-2,0.1,-3,-7,1,-41
Cc1ccnc(NC(=O)CNC(=O)c2ccc(C)s2)c1,-3,-1,2.9,-3,3,-1,-4
CCOC(=O)c1c(N)sc(C(=O)Nc2ccccc2)c1C,2,-1,/,-2,/,/,/
C[C@H](CO)N1C[C@H](C)[C@@H](CN(C)C(=O)c2ccncc2)OCCCC[C@H](C)Oc2ccc(NC(=O)c3ccccc3)cc2C1=O,2,-11,-0.1,-3,19,7,/
CCC(=O)N[C@@H]1CC[C@@H](CC(=O)OC)O[C@H]1CO,-6,-23,-0.2,8,-7,-3,-2

# The list continues.
SMILES,ERp5 block,S100A4 MyoIIA,E-sel inducer,SIRT5 block,DENV2 CPE rescue,PglD DTNB,Statin myotox sup
COc1ccc(/C=N/NC(=O)CCCOc2ccc(Cl)cc2Cl)cc1,3,2,/,0,10,/,/
O=C(Nc1cc(Cl)cc(Cl)c1)c1coc(=O)c(Br)c1,-5,-28,0.6,1,-1,-5,/
CC(=O)N1CCN(C(=O)c2cc(S(=O)(=O)N3CCCCC3)ccc2Cl)CC1,2,2,/,-3,6,0,8
COc1ccc2c3c([nH]c2c1)[C@@H](CO)N(C(=O)c1cccnc1)CC31CCN(Cc2ccccc2)CC1,2,-50,-0.2,3,-25,/,/
Cc1c(Cl)cccc1NC(=O)CSc1ncnc2c1cnn2CCO,7,4,0.5,-1,?,-4,5
CCOCc1nnc(NC(=O)C2CCN(C(=O)c3ccco3)CC2)s1,0,3,0.6,-2,1,-4,1
Cc1cc(-n2cccn2)ccc1CN1CCN(C2CCCC2)C(CCO)C1 (centres undefined),6,-3,2.8,/,8,/,/
CCOCCc1nnc(NC(=O)COC)s1,5,6,/,-3,-2,11,23
CN1C(=O)C(O)(C2CCCCCC2=O)c2ccccc21 (centres undefined),0,2,-0.2,-4,-4,5,4
CO[C@@H]1CN(C)C(=O)c2cc(NC(=O)Nc3cc(F)ccc3F)ccc2OC[C@@H](C)N(C(=O)c2ccccn2)C[C@H]1C,-7,-3,-0.2,0,-2,5,-1
COc1cc(OC)c(S(=O)(=O)N2CCN(C(=O)c3ccco3)CC2)cc1NC(C)=O,-2,6,0.2,2,2,6,-2
O=C(NCc1ccccn1)[C@@H]1CCCN1C(=O)[C@@H]1CCCN1C(=O)c1ccc(Cl)cc1,1,-6,0.5,-5,-4,/,/
CN(CC(=O)Nc1cccc(F)c1)C(=O)C1CCN(C(=O)c2ccc(Cl)cc2)CC1,-8,0,/,0,2,-6,-2
C=CCOC(=O)C1=C(C)NC(=S)C(C#N)(CC=C)C1c1ccccc1Cl (centres undefined),-4,-18,/,-2,-3,-5,/
COc1ccc(NC(=S)Nc2cc(C)[nH]n2)cc1Cl,-11,3,/,-3,7,/,-57
COc1ccc(C(=O)N[C@H](C(=O)NCc2cccs2)C(C)C)cc1,2,-4,-3.1,0,3,/,/
O=S(=O)(c1cccc(F)c1)N1CCN(c2ncnc3scc(-c4ccc(F)cc4)c23)CC1,-1,5,0.4,1,-12,1,18
CN1CCN(CCCNC(=O)c2cc3c(=O)n(C)c4ccccc4c3s2)CC1,2,-1,0.2,-19,5,-4,2
Cc1ccccc1CN(C)C[C@@H]1OCc2cnnn2CCCC(=O)N([C@H](C)CO)C[C@@H]1C,0,9,-0.1,5,6,-2,3
CO[C@H]1CN(C)C(=O)c2ccc(NC(=O)NC(C)C)cc2OC[C@@H](C)NC[C@H]1C,3,6,-0.1,-3,-11,-5,10
Cc1cc(C)c(C(=O)COC(=O)C2CCN(c3ccc(C(F)(F)F)cn3)CC2)c(C)c1,-10,0,-0.1,-2,?,1,9
COc1ccc(CC(N)c2csc(Nc3ccc(C(=O)c4ccccc4)cc3)n2)cc1 (centres undefined),4,17,0.2,/,-8,0,-16
O=S(=O)(c1ccccc1F)N1CCN(CC(O)c2ccccc2)CC1 (centres undefined),3,1,-1.3,-2,4,-7,11
Cc1ccsc1C(=O)N1CCCCCC1(C)C(=O)NCC(C)C (centres undefined),-2,-4,0.0,/,-8,0,5
CN(C)C(=O)C[C@H]1C=C[C@H](NC(=O)C2CCOCC2)[C@@H](CO)O1,?,7,-0.2,1,2,/,/

# Next part:
SMILES,ERp5 block,S100A4 MyoIIA,E-sel inducer,SIRT5 block,DENV2 CPE rescue,PglD DTNB,Statin myotox sup
C[C@@H]1CCCCO[C@H](CN(C)S(C)(=O)=O)[C@@H](C)CN([C@@H](C)CO)C(=O)c2cc(NC(=O)Nc3ccc(F)cc3)ccc2O1,/,/,0.9,/,-5,3,/
COc1ccc(NC(=O)CNC(=O)Cn2cnc3sc4c(c3c2=O)CCCC4)cc1OC,2,0,/,7,7,2,1
CC(C)(C)S(=O)N1Cc2cc(C(=O)Nc3ccc(-c4ccccc4)cc3)nc(-c3cccc(-c4cccc(F)c4)c3)c2[C@@H]1CCO (some centres undefined),1,-51,29*,-7,?,/,/
CCn1nc(C)cc1C(=O)N1CCCC(N2CCN(c3cccc(Cl)c3)CC2)C1 (centres undefined),3,3,-0.6,-2,-7,-5,1
C[C@H](O)C#Cc1cnc2c(c1)C(=O)N([C@H](C)CO)C[C@H](C)[C@@H](CN(C)C(=O)c1ccc(F)cc1)O2,5,4,0.1,-3,8,2,9
O=C(C[C@@H]1CC[C@H]2[C@@H](COC[C@@H](O)CN2Cc2ccccc2)O1)NCc1ccccc1Cl,10,4,0.1,-3,11,0,26
O=C(NC1CCN(Cc2cccc([N+](=O)[O-])c2)CC1)c1ccccc1,2,-5,-0.1,-3,5,-6,0
C[C@H](CO)N1C[C@H](C)[C@H](CN(C)S(=O)(=O)c2ccc(F)cc2)Oc2ccc(NC(=O)c3ccncc3)cc2CC1=O,0,-8,-20,8,1,0,-11
CCc1ccc(NC(=O)N2CCC(c3ccccc3)C2)cc1 (centres undefined),-8,1,/,0,-4,-3,/
Cc1ccccc1S(=O)(=O)N1[C@H](C#N)[C@@H](c2ccc(C#CC3CCCCC3)cc2)[C@@H]1CO,-1,-15,0.1,-2,1,2,15
Cc1cc(OCC(=O)NCC(O)c2ccccc2)c2c(C)cc(=O)oc2c1 (centres undefined),0,0,-0.1,-17,7,2,-9
NC(=O)CS(=O)(=O)c1nc2ccccc2n1Cc1ccccn1,-5,0,/,0,1,/,/
O=C(COc1cccc(C(F)(F)F)c1)NCC(c1ccco1)N1CCCC1 (centres undefined),0,0,/,-1,-2,-1,-7
CC1=Nc2ccc3ccccc3c2C1(C)C,-3,1,/,0,2,/,/
COCCn1c(C)cc(/C=C(\C#N)C(=O)OC(C)C(=O)Nc2ccc(NC(C)=O)cc2)c1C (centres undefined),9,-1,0.4,11,7,5,-8
O=C(O)CC(NS(=O)(=O)c1c(F)cc(F)cc1Br)c1ccccc1Cl (centres undefined),7,2,0.1,-1,-1,/,1
CC(NC(=O)c1ccc(C#N)cc1)C1CC2CCC1C2 (centres undefined),2,-3,-12,-2,4,4,19
Cc1cc(C)n2nc(C(=O)Nc3ccc(S(=O)(=O)N(C)C)cc3)nc2n1,2,1,0.0,5,8,14,-3
Cc1ccc(C(=O)NCC(=O)OCCCOC(=O)CNC(=O)c2ccc(C)cc2)cc1,1,-3,-0.6,0,9,/,/
Cc1ccc(NC(=O)Nc2ccc3c(c2)C(=O)N(C)[C@@H]2CC[C@@H](CC(=O)NCC(F)(F)F)O[C@@H]2CO3)cc1,0,-3,-0.2,2,-1,-4,-9
CCc1ccccc1NC(=O)c1cnc2n(c1=O)CCS2,3,-3,0.1,-1,35*,2,-6
Cc1ccc(C(OCC(O)CN2CCCCC2CO)c2ccccc2)cc1 (centres undefined),-2,-6,-0.1,-5,-2,/,/
COc1cccc(CNCc2ccc3c(c2)OCO3)c1,3,3,0.3,-5,0,3,-2
Cc1ccccc1SC1CCN(C(=O)C2CCC(=O)N(C3CC3)C2)CC1 (centres undefined),-4,-1,/,-2,-4,-1,-9
C[C@@H]1CN([C@H](C)CO)C(=O)c2cccc(NS(=O)(=O)c3cn(C)cn3)c2O[C@H]1CN(C)C(=O)Nc1ccc(C(F)(F)F)cc1,15,0,0.1,2,0,2,-51

# A second format for 6 compounds above:
# Each structure is followed by: ERp5 block | S100A4 MyoIIA | E-sel inducer | SIRT5 block | DENV2 CPE rescue | PglD DTNB | Statin myotox sup
- CCc1ccc(NC(=O)N2CCC(c3ccccc3)C2)cc1 (centres undefined)
  -8 | 1 | / | 0 | -4 | -3 | /
- Cc1ccccc1S(=O)(=O)N1[C@H](C#N)[C@@H](c2ccc(C#CC3CCCCC3)cc2)[C@@H]1CO
  -1 | -15 | 0.1 | -2 | 1 | 2 | 15
- Cc1cc(OCC(=O)NCC(O)c2ccccc2)c2c(C)cc(=O)oc2c1 (centres undefined)
  0 | 0 | -0.1 | -17 | 7 | 2 | -9
- NC(=O)CS(=O)(=O)c1nc2ccccc2n1Cc1ccccn1
  -5 | 0 | / | 0 | 1 | / | /
- O=C(COc1cccc(C(F)(F)F)c1)NCC(c1ccco1)N1CCCC1 (centres undefined)
  0 | 0 | / | -1 | -2 | -1 | -7
- CC1=Nc2ccc3ccccc3c2C1(C)C
  -3 | 1 | / | 0 | 2 | / | /

# Screening data deposited in PubChem by Broad Institute.

# These rows are one share of the data; the hit share may differ from the screen's.
